From PubChem
Redox H2O2 prof = compounds producing H2O2 with reducing agent – biochemical, NIH compound library profiling, artefact control for MLSCN library redox annotation, primary screen; activation, % at 10 µM; DTT-dependent redox cycling H2O2, phenol red/HRP absorbance; 100% = 100 µM peroxide control, 0% = buffer; AID 878, 2007; 200,000 tested, 0.03% active;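 active means activation of at least 50% relative to the plate's high and low controls in the primary single-dose screen; inactive means activation below 50%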;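 further: compound incubated with DTT at 0.8 mM final as the reducing agent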
bIAP inhibitor = bovine intestinal alkaline phosphatase inhibitors, primary screen, selectivity assay for TNAP inhibitor project, biochemical, bovine IAP, CDP-star luminescence | purified bovine IAP, 30 min | inhibition, % at 20 µM | 190,000 tested, under 10 active | AID 1019, 2008;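 active means over 50% inhibition of intestinal alkaline phosphatase at 20 µM in the single-dose screen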
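Assay system: bovine IAP enzyme; medium: DEA buffer 100 mM, pH 9.8, with MgCl2 1.0 mM, ZnCl2 0.02 mM; doses: 20 µM single dose; incubation: enzyme reaction for 30 min at room temperature; detection: CDP-star luminescence signal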
ROMK mod = ROMK potassium channel modulators, primary screen, cell-based, thallium flux, MLSMR library. B-score at 10 µM. ATP-sensitive inward rectifier potassium channel 1 (Homo sapiens), P48048. 130,000 tested, 2% active. Tet-inducible ROMK, thallium flux fluorescence; actives lie on both sides;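 active means signal ratio slope over the read window, or its plate-corrected B-score, at least 3 SD from the plate mean, either direction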;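 further: B-score of the F/F0 ratio slope over 7 to 12 s after thallium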
Lmaj promast = Leishmania major promastigote growth inhibition, primary screen; AID 1063, 2008; Leishmania major promastigotes, resazurin fluorescence viability; inhibition, % at 10 µM; 200,000 tested, 9% active; in the data active means inhibition above about 50%;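 further: promastigotes grown with compound for 44 hours at 28 °C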
PPARg SRC-2 ag = agonists of PPARg-SRC-2 recruitment, primary screen, biochemical, HTS; Peroxisome proliferator-activated receptor gamma (Homo sapiens), P37231; PPARgamma LBD-SRC-2 recruitment; activation, % at 8 µM; 200,000 tested, 0.34% active; in the data active means activation above about 22%;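 further: 0% = vehicle and 100% = reference agonist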
bIAP act = bovine intestinal alkaline phosphatase activators, primary screen, biochemical, bovine IAP, CDP-star luminescence; alkaline phosphatase, intestinal [Bos taurus]; purified bovine IAP, 30 min; hits give high values; fold of DMSO-control signal, blank-subtracted; activation factor at 20 µM; 200,000 tested, 0.17% active; AID 1016, 2008;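 active means activation factor of 2 or more at 20 µM, a signal rise over negative controls twice the positive control's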
SRC2 TRFRET art = TR-FRET signal artefacts, primary screen, artefact control for PPARgamma SRC-2 agonist project, biochemical. AID 1049, 2008. TR-FRET artefact counter-screen; hits give high values. 200,000 tested, 0.4% active. TR-FRET ratio at 8 µM; in the data active means TR-FRET ratio above about 2000; further: inactives centre near 1500
PPARg SRC3 recr = PPARgamma agonists recruiting SRC-3 coactivator, primary screen, biochemical; AID 731, 2007; biochemical PPARgamma/SRC-3 coactivator recruitment assay; 200,000 tested, 0.26% active; Peroxisome proliferator-activated receptor gamma (Homo sapiens), P37231; activation, % at 8 µM; in the data active means activation above about 23%;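 further: 0% = DMSO and 100% = reference agonist; some compounds past the cut are filed as inactive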
S1P3 antagonist = S1P3 receptor antagonists, primary screen, cell-based; Sphingosine 1-phosphate receptor 3 (Homo sapiens), Q99500; CHO S1P3 NFAT-BLA reporter, FRET fluorescence, antagonist mode; inhibition, % at 4.98 µM; 170,000 tested, 0.27% active;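 active means inhibition above the plate cutoff, the mean inhibition of test wells on that plate plus 3 SD, cut at about 28% in these data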;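 further: cells challenged with S1P at its EC80 of 0.8 µM; blue over green emission ratio from cleaved BLA substrate after 4 h stimulation; 0% = S1P-stimulated wells and 100% = unstimulated DMSO-only wells; some compounds past the cut are filed as inactive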
TLR4-MyD88 BLA = inhibitors of TLR4-MyD88 association in cells, primary screen, cell-based, HeLa CL3-4, BLA complementation, FRET ratio; AID 861, 2007; 200,000 tested, 0.18% active; inhibition, % at 8.4 µM; HeLa CL3-4 TLR4/MyD88 BLA complementation; in the data active means inhibition above about 25%;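 further: 0% = vehicle and 100% = reference inhibitor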
Target sequence (O00206 whole entry, looked up): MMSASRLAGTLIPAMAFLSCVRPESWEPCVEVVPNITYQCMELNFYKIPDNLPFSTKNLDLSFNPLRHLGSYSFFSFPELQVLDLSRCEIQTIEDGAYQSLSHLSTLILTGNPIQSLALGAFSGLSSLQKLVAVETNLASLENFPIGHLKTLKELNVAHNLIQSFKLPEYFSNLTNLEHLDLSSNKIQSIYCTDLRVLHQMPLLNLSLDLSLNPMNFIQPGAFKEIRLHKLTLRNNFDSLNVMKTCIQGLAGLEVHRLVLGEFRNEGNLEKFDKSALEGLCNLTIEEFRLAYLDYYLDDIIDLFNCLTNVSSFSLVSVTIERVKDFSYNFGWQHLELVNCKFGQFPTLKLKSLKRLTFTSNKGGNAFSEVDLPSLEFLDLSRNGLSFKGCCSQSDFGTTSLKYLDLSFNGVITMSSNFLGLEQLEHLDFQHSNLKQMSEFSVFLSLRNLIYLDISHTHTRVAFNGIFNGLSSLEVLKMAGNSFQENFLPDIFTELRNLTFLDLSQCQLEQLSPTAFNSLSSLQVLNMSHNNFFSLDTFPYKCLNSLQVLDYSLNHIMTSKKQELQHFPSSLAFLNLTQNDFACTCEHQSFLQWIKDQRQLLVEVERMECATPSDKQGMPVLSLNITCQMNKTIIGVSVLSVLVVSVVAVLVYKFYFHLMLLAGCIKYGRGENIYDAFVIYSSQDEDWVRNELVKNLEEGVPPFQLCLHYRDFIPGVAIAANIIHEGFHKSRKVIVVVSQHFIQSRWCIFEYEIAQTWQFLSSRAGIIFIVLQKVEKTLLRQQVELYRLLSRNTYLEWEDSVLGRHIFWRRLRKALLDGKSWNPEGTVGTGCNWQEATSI
Target sequence (Q99836 whole entry, looked up): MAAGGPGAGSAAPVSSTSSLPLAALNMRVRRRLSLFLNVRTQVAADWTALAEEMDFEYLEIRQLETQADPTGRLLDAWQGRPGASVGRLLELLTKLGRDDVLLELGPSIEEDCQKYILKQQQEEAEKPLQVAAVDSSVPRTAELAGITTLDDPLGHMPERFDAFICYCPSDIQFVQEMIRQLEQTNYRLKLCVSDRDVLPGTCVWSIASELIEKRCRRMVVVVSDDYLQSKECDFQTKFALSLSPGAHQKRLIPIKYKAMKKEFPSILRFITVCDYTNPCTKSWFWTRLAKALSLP
PPARg SRC-1 ag = PPARgamma agonists recruiting SRC-1 coactivator, primary screen, biochemical | Peroxisome proliferator-activated receptor gamma (Homo sapiens), P37231 | PPARgamma-SRC-1 coactivator recruitment biochemical assay | activation, % at 8 µM | 200,000 tested, 0.41% active | AID 631, 2007; in the data active means activation above about 19%;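 further: 0% = DMSO and 100% = reference agonist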
* = called active by the depositor; . = no result given. Compounds were not picked by outcome; about 11% have a hit in one of these screens.

SMILES	Redox H2O2 prof	bIAP inhibitor	ROMK mod	Lmaj promast	PPARg SRC-2 ag	bIAP act	SRC2 TRFRET art	PPARg SRC3 recr	S1P3 antagonist	TLR4-MyD88 BLA	PPARg SRC-1 ag
COc1ccc(C(=O)Cn2c(=O)c(CCC(=O)O)nn3c4ccccc4nc23)cc1OC	-0.1	8.9	0.00644	3.6	-0.8	0.9	1549	-9.0	-21.7	-11.5	-0.7
CC1CCCCN1C(=O)Cn1cc(C#N)c2ccccc21 (stereo not drawn)	-0.7	3.5	.	-0.1	14.3	1	1596	9.7	.	8.2	2.9
Cc1ccc(C(=O)NNC(=S)Nc2cccc3ccccc23)s1	0.3	-31.2	.	-1.9	-0.4	1.3	1480	0.1	.	-8.2	-2.6
Cc1ccc(N2C(=O)C3C4C=CC(CNC(=S)N5CCN(c6ccccn6)CC5)(O4)C3C2=O)cc1 (stereo not drawn)	-0.4	-7.8	-0.485	3.5	-11.6	1.1	1426	-2.8	2.8	-6.0	3.3
CCC(=O)Nc1cccc(NC(=S)NC(=O)c2ccccc2C)c1	-0.3	-3.3	-0.383	2.7	-0.2	1	1507	-0.4	10.8	-1.5	-7.3
Cc1nonc1-c1csc(N)n1	-1.0	-19.6	0.0654	-3.1	4.2	1.2	1298	-2.3	-14.4	2.3	-0.6
COc1nc(OC)nc(N(C)CCO)n1	-0.9	14.4	0.567	-8.1	12.5	0.9	1615	0.2	0.0	-12.3	1.3
O=c1c2ccccc2cnn1Cc1n[nH]c(=S)n1-c1ccc(Cl)cc1Cl	-0.2	23.7	1.03	-3.2	-5.5	0.8	1348	-2.9	-10.6	-7.2	1.4
Clc1ccc(-c2cc(C3CCNCC3)[nH]n2)cc1	0.1	-9.4	.	61.0*	-0.8	1.1	1484	-5.6	-2.2	7.5	-3.4
C/C=C/c1ccc(OCCOc2cc(C=O)ccc2OC)c(OC)c1	0.3	-7.8	.	84.7*	-5.2	1.1	1493	-5.9	3.6	4.8	2.6
O=C(c1cc(-c2ccncc2)nc2ccc(Br)cc12)N1CCN(Cc2ccc3c(c2)OCO3)CC1	-0.8	-3.5	-1.03	45.5	2.3	1	1468	0.4	-11.1	5.4	4.0
Cc1cccc(C(=O)O/N=C(\N)c2cccc([N+](=O)[O-])c2)c1	2.4	2.6	.	4.9	-1.1	1	1573	-1.6	.	4.0	2.6
COC(=O)c1ccccc1NC(=O)CN(c1ccc(OC)cc1)S(C)(=O)=O	-1.3	7.9	0.112	45.4	-0.9	0.9	1663	2.2	.	-0.3	0.3
O=C(CCN1CCCCC1)c1ccccc1	0.2	3.6	-0.505	73.7*	7.1	1	1578	-1.2	.	-6.0	5.2
COc1ccc(S(=O)(=O)N2CCC(C(N)=O)CC2)cc1	-0.9	.	.	-7.8	3.8	.	1584	4.7	-35.0	-1.5	-3.6
O=C(O)/C=C/c1ccc(S(=O)(=O)NCc2ccco2)cc1	-2.6	-0.7	0.0712	7.8	1.5	1	1282	-2.9	-22.6	-4.1	-3.8
Cc1ccc(C)c(N2CCN(S(=O)(=O)c3ccc4c(c3)oc(=O)n4C)CC2)c1	-1.4	0.3	.	1.0	4.7	1	1628	0.5	-26.0	2.0	5.9
COc1ccc(S(=O)(=O)Nc2cc(C(=O)NC3CCCCCC3)ccc2N2CCOCC2)cc1	-1.1	-4.2	-0.193	23.7	-0.4	1	1564	-7.4	0.3	6.0	1.4
Cc1ccccc1C1NC(=S)NC2=C1C(=O)CC(C)(C)C2 (stereo not drawn)	0.9	5.1	-2.05	0.2	-4.1	0.9	1543	0.4	-25.7	-8.4	-2.1
CC(C)CNC(=O)c1cccc(NC(=O)C(C)C)c1	-0.9	7.1	0.63	-5.5	5.3	0.9	1571	0.4	-13.4	5.7	-0.5
Cc1ccc(NC(=O)NNC(=O)Cn2nc(-c3ccccc3)c(-c3ccccc3)c(C#N)c2=O)cc1	-4.0	-18.7	1.78	-6.3	3.0	1.2	1422	3.1	.	8.2	-0.6
COc1ccc(NC(=O)CSc2nc3ccsc3c(=O)n2CCCCCC(=O)O)cc1	-0.5	4.3	0.0119	-0.7	5.4	1	1755	4.4	-43.7	1.4	6.4
CCc1cc(C(=O)NNC(=S)NCc2ccccc2)cs1	-3.6	29.6	.	1.4	-1.0	0.7	1632	7.7	.	-10.1	-3.8
Cc1nc2nc(SCC(=O)C(C)(C)C)[nH]c2cc1Br	0.6	7.7	.	1.3	8.6	0.9	1678	4.9	-41.0	-6.1	-0.9
c1ccc(N2CCN(Cc3nnnn3C3CCCCC3)CC2)cc1	1.8	-3.4	.	-0.8	7.3	1	1588	-2.8	-29.5	-9.9	6.0

Entries of single compounds as entered above. Order of screens: Redox H2O2 prof | bIAP inhibitor | ROMK mod | Lmaj promast | PPARg SRC-2 ag | bIAP act | SRC2 TRFRET art | PPARg SRC3 recr | S1P3 antagonist | TLR4-MyD88 BLA | PPARg SRC-1 ag
Profile of `CC(C)CNC(=O)c1cccc(NC(=O)C(C)C)c1` → -0.9 | 7.1 | 0.63 | -5.5 | 5.3 | 0.9 | 1571 | 0.4 | -13.4 | 5.7 | -0.5
Profile of `Clc1ccc(-c2cc(C3CCNCC3)[nH]n2)cc1` → 0.1 | -9.4 | . | 61.0* | -0.8 | 1.1 | 1484 | -5.6 | -2.2 | 7.5 | -3.4
Profile of `CC1CCCCN1C(=O)Cn1cc(C#N)c2ccccc21` (stereo not drawn) → -0.7 | 3.5 | . | -0.1 | 14.3 | 1 | 1596 | 9.7 | . | 8.2 | 2.9
Profile of `COc1ccc(S(=O)(=O)Nc2cc(C(=O)NC3CCCCCC3)ccc2N2CCOCC2)cc1` → -1.1 | -4.2 | -0.193 | 23.7 | -0.4 | 1 | 1564 | -7.4 | 0.3 | 6.0 | 1.4

Later entries
SMILES	Redox H2O2 prof	bIAP inhibitor	ROMK mod	Lmaj promast	PPARg SRC-2 ag	bIAP act	SRC2 TRFRET art	PPARg SRC3 recr	S1P3 antagonist	TLR4-MyD88 BLA	PPARg SRC-1 ag
Cn1c(O)c(N=NC(=O)Cn2c(C(F)(F)F)nc3ccccc32)c2ccccc21	-0.1	3.1	-0.239	-6.0	10.6	1	1711	0.4	-3.1	-8.9	3.9
CCCCSc1nnc(-c2ccccc2NC(C)=O)c(=O)[nH]1	0.4	11.2	0.395	-2.9	-4.8	0.9	1452	-0.8	-4.8	7.6	-13.5
COC(=O)[C@@]1(Cc2ccc(OC)cc2)[C@H]2c3cc(C(=O)N4CCCC4)n(CCSCCO)c3C[C@H]2CN1C(=O)c1ccccc1	0.1	11.4	-0.706	50.9*	7.8	0.9	1505	1.1	-1.8	-5.6	-2.6
Cc1cccc(NC(=O)CSc2nnc(-c3ccccc3C)o2)c1	0.0	-3.7	.	-0.8	2.9	1	1548	2.6	9.0	12.2	6.0
Cc1cc(CN(C)Cc2c(C(=O)N3CCCCCCC3)nc3ccc(Cl)cn23)n[nH]1	-0.9	1.2	-0.28	-0.7	2.2	1	1477	1.5	2.6	-0.8	3.7
Cn1c(=O)c2c(ncn2CCCNC2=CC(C)(C)CC(=O)C2)n(C)c1=O	-1.1	0.6	1.05	0.8	-2.6	1	1501	12.8	-17.7	8.8	-3.1
COc1ccc2nc(Nc3nc(-c4ccncc4)cs3)sc2c1	-0.2	-21.7	0.247	7.7	10.7	1.2	1674	8.2	8.8	-3.8	10.9
Cc1ccc(C)c(-n2[nH]c3c4c(ccc3c2=O)C(=O)c2ccccc2C4=O)c1	0.0	-0.5	0.516	10.9	15.7	1	1678	2.1	-11.8	-1.8	6.3
CSc1ccc(-c2nc(CN(C)C3CCOC3)c(C)o2)cc1 (stereo not drawn)	-1.1	-8.7	-0.124	1.9	6.1	1.1	1575	0.2	7.4	3.1	8.9
COc1ccc(N2CCN(C(=N)/C(C(C)=O)=C(\C)O)CC2)cc1	2.2	-2.7	.	-4.5	3.2	1	1603	-3.5	.	0.0	-0.4
Cn1cccc1/C=N/N1CCN(c2ccccc2)CC1	-1.4	-29.0	-0.34	-5.9	2.6	1.3	1542	5.1	-13.8	-5.0	-0.4
CSC(=NNC(=O)c1ccc(O)cc1)SC	0.3	-5.4	0.545	1.0	-0.4	1.1	1422	1.4	.	11.4	-1.4
CCN1C(=O)C(C)S/C1=N\S(=O)(=O)c1ccc(Cl)s1 (stereo not drawn)	1.6	-1.0	-0.726	-5.3	9.2	1	1565	-1.1	-2.8	-1.0	10.4
Cc1cccnc1NC(=S)Nc1ccc(Br)cc1Cl	0.3	-12.3	-0.746	-0.3	-4.7	1.1	1512	-3.0	-2.5	2.4	-6.9
CC(C)NC(=O)C1(c2ccccc2)CCOCC1	0.8	5.6	.	-2.1	1.6	0.9	1607	2.9	.	-6.8	10.3
O=C(COc1ccc(Cl)cc1Cl)Nn1c(=S)[nH]c2ncccc2c1=O	0.3	16.2	.	2.7	1.6	0.8	1485	0.6	-10.2	-6.2	1.0
O=C(CC1Nc2cccc3cccc(c23)NC1=O)Nc1ccccc1 (stereo not drawn)	1.6	-7.5	.	39.8	1.5	1.1	1591	5.4	-11.2	0.7	-5.0
Clc1ccc(-c2nc3ccccn3c2CN2CCOCC2)cc1	0.9	7.6	.	35.4	12.6	0.9	1732	19.1	.	1.4	7.2
CCOC(=O)C1=C(C)NC(=O)NC1c1ccc(OC(C)C(=O)O)c(OC)c1 (stereo not drawn)	5.6	4.4	-0.198	-9.2	9.6	1	1554	-11.5	-22.3	4.0	1.3
CC1CCCN(S(=O)(=O)Cc2ccc(Cl)cc2)C1 (stereo not drawn)	0.4	9.2	-0.898	1.2	8.8	0.9	1596	8.5	.	4.6	2.5
C#CCn1cc(C=C2C(=O)c3ccccc3C2=O)c2ccccc21	-0.1	8.9	-0.155	2.5	2.3	0.9	1477	-1.6	-18.2	-9.1	-1.4
CCc1ccc(OS(=O)(=O)c2cn(C)c(=O)n(C)c2=O)cc1	-0.1	9.2	1.04	15.8	-2.2	0.9	1335	-2.2	-13.4	13.2	-4.9
Cc1sc(NC(=O)CN2CCOCC2)c(C(=O)c2ccccc2)c1C	-2.7	4.3	.	-0.3	1.9	1	1615	3.1	.	2.3	-3.3
N#CC1(P(=O)(c2ccccc2)c2ccccc2)CC1	-0.4	9.2	-1.24	-5.2	0.6	0.9	1492	-1.4	.	-4.4	3.4
CCOC(=O)C1CCCN(C2CC(=O)N(c3ccc(C)c(C)c3)C2=O)C1 (stereo not drawn)	-0.3	2.5	0.313	0.4	-13.1	1	1388	7.2	14.9	11.4	-6.3
Cc1ccnc(-n2sc3ccccc3c2=O)n1	-0.1	9.6	-0.435	-5.7	7.2	0.9	1556	8.3	.	1.9	3.7
CCCCn1c(-c2csc3c2CCCC3)n[nH]c1=S	-1.4	-8.9	-0.576	-3.7	-3.5	1.1	1551	4.7	.	-4.8	0.3
